Screening results as filed in PubChem BioAssay.
KCNH2 3.1 inh: inhibitors of human KCNH2 3.1 potassium channel isoform. activity change, % (tested at about 1.8 µM). hit rate 0.95% among 340,000. U2OS KCNH2 3.1, thallium flux FluxOr; hits give low values;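 active means maximum activity change below -70%; inconclusive means maximum activity change from -70% to -50%; inactive means maximum activity change above -50%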;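 further: thallium influx rate constant from kinetic fluorescence after stimulation buffer; on the % scale 0 is the no-effect control and ±100 the full control effect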
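U2OS cells transduced with KCNH2 3.1 mutant virus (1.77 x 10^8 /mL, 4 h), plated overnight at 37 C, loaded 45 min with FluxOr dye plus Red40 quencher. Thallium flux rate constant from kinetic reads after stimulation buffer, normalised to controls.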
Coupling enz: counter-screen for Giardia aldolase inhibitors: coupling enzyme system. coupling enzyme system counterscreen, AmpLite Red fluorescence. activity change, negative = inhibition, % at 58.2 µM, hits read low. hit rate 0.67% among 290,000; in the data active means activity change below about -30%; further: on the % scale 0 is the no-effect control and ±100 the full control effect
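Activity here indicates interference with the coupling reaction, not aldolase inhibition. Compounds at 57.5 uM final met coupling enzymes for 10 min at RT; substrate and AmpLite Red detection followed, with a 525/598 nm fluorescence read after 20 min.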
S-ASM inh: human S-ASM enzyme inhibition; Potency, µM (doses to about 57.5 µM), for inactives: at the highest dose activity change, negative = inhibition, hits mostly inhibitors; hit rate 0.006% among 340,000; placental ASM, HMU-PC fluorogenic substrate, 60 min; AID 504937; P17405; further: potency means the concentration at half of the fitted maximal effect
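Fluorescence read-out (Ex 386 nm, Em 447 nm) after stopping the reaction at pH 10. Enzyme: ASM from human placenta; substrate HMU-PC0, 9 uM final; 60 min, 37 °C. Compound preincubation 10 min, ambient temperature.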
hERG WT inh: inhibitors of human wildtype KCNH2 potassium channel | Q12809 | U2OS, BacMam KCNH2, thallium flux FluxOr; hits give low values | activity change, % at 1.84 µM | hit rate 0.37% among 340,000 | AID 720551;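 active means maximum activity change below -70%; inconclusive means maximum activity change between -70% and -50%; inactive means maximum activity change above -50%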; further: on the % scale 0 is the no-effect control and ±100 the full control effect
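U2OS cells were transduced with wild-type KCNH2 virus (2.03 x 10^8 / mL) for 4 h at room temperature, then cultured overnight at 37 C. Thallium flux was read with FluxOr dye. Rate constants were normalized to DMSO controls.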
MLL CXXC-DNA inh: blocks binding of human MLL CXXC domain to DNA. hit rate 0.037% among 290,000. Potency, µM (highest dose often 115 µM), without a hit: top-dose activity change, negative = inhibition, usual class: inhibitors. AID 2662. Q03164. MLL-CXXC / FITC-HOXA9 DNA fluorescence polarization; active means well fitted inhibition curve with a large enough effect in the polarisation, with a control signal flat, not every such curve was filed as active; inconclusive means small, poorly fitted or top-dose-only effect, or effect the other way, or a change in a side signal; inactive means no such curve, though single readings can be large or run the other way; the % refers to the polarisation; further: potency means the concentration at half of the fitted maximal effect
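Steps: dispense CXXC domain solution (7 uM) → pin compounds or unlabeled HOX-A9 DNA control → 5 min ambient → add FLSN-HOX-A9 solution (50 nM) → spin → 30 min ambient → fluorescence polarization. Tris pH 7.5/NaCl/DTT/BSA buffer.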
GALK inhibitor: inhibitors of human galactokinase | P51570 | Potency, µM (highest dose often 57.5 µM), without a hit: at the top dose activity change, negative = inhibition, usual class: inhibitors | Purified GALK, Kinase-Glo residual ATP luminescence | hit rate 0.007% among 270,000; further: potency means the concentration at half of the fitted maximal effect; on the % scale 0 is the no-effect control and ±100 the full control effect
Target sequence (P51570 whole entry, looked up): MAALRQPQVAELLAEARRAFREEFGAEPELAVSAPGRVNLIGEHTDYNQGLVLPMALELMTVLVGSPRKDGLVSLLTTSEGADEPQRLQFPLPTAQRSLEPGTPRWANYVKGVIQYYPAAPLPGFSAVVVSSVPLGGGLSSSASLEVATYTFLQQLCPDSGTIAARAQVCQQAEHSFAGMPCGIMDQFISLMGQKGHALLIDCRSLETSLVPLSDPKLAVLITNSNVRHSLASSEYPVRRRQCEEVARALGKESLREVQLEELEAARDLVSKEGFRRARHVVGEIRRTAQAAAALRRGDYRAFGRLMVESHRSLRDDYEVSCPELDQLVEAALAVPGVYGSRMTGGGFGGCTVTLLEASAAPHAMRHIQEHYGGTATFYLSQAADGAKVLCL
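Luminescence from leftover ATP (Ultra-Glo luciferase/luciferin) served as read-out after a 1 h room-temperature reaction of 5 nM GALK with 35 uM ATP and 100 uM galactose.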
TRPV1 ag: human TRPV1 agonism | activation, % at 8.33 µM | Q8NER1 | TRPV1-expressing cells, Fluo-8 calcium influx, agonist mode | hit rate 0.19% among 320,000; in the data active means activation above about 80%; inconclusive means between about 30% and that limit; further: 0% is about no effect
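Fluo-8 calcium influx in TRPV1-expressing cells, kinetic read (ex 480/em 520 nm). Compound added and read 3 min for agonist activity, followed by capsaicin at EC20 final and 2 min further read for enhancement.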
MBNL1 CUG block: MBNL1-poly(CUG) RNA binding inhibition. Q9NR56. Potency, µM (titrated, usually from 57.5 µM), without a hit: top-dose activity change, negative = inhibition, usual class: inhibitors. AID 2675. TR-FRET MBNL1-His/biotin-(CUG)12 binding, 665/545 ratio. hit rate 0.036% among 280,000; active means well fitted inhibition curve with a large enough effect in the signal ratio, with a control signal flat, not every such curve was filed as active; inconclusive means small, poorly fitted or top-dose-only effect, or effect the other way, or a change in a side signal; inactive means no such curve, though single readings can be large or run the other way; the % refers to the signal ratio; further: potency means the concentration at half of the fitted maximal effect; on the % scale 0 is the no-effect control and ±100 the full control effect
Target sequence (Q9NR56 whole entry, looked up): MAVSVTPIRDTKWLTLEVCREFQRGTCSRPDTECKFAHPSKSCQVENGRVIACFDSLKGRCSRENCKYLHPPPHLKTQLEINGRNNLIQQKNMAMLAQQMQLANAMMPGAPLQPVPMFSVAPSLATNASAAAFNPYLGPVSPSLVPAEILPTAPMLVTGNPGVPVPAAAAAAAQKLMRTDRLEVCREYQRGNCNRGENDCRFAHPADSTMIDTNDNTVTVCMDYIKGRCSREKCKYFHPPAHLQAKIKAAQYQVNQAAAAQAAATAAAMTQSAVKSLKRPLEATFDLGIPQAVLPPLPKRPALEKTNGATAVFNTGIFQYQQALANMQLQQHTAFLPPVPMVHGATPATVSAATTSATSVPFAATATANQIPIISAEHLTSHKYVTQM
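TR-FRET readout: Ex 340 nm, 665/545 nm emission ratio, normalized to buffer-only (basal) and MBNL1-(CUG)12 controls. Complex of MBNL1-His with Biotin-(CUG)12, compounds 92 nM–58 uM, incubated 60 min at room temperature.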
Integrin act MD: activates integrin-mediated alleviation for muscular dystrophy | alpha7betagal myoblasts, beta-gal FDG fluorescence, 48 h | Potency, µM (doses to about 38.3 µM), for inactives: at the top dose activation, hits mostly activators | hit rate 0.064% among 350,000 | AID 624291;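 further: potency means the concentration at half of the fitted maximal effect; 100% = response of the positive control SU9516; nearly all actives have a fitted effect of over 60% in size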
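Alpha7betagal+/- myoblasts (passage 13) were plated 16-24 hr, then exposed to compounds (1:260 dilution of DMSO stock) for 48 hours at 37C. After MPER lysis, β-galactosidase reporter activity was read as FDG fluorescence (ex 480/em 540) after 30 minutes.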
AT treatment: potential ataxia-telangiectasia treatment. […] A-T fibroblasts, KAP-1 phosphorylation AlphaLISA; neocarzinostatin DNA damage 30 min before lysis. Potency, µM (top dose mostly 57.5 µM), for inactives: top-dose activation, usual class: activators. hit rate 0.19% among 320,000; further: potency means the concentration at half of the fitted maximal effect; % of control where 0% means no effect; nearly all actives have a fitted effect of over 45% in size
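ATM-like activity read as KAP-1 phosphorylation via AlphaLISA donor/acceptor antibody pairs after lysis and 6 hr at 25C. Cells were ATM-null patient fibroblasts ([…], hTERT), dosed 60 min, then exposed to the DSB inducer NCS for 30 min.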
Active calls of the source: *; ? = inconclusive; . = no result given; [ ] = dose if it differs, or a comment. Unless noted, the call rests on the fitted dose curve; in most records, active means well fitted curve in the direction sought with a large enough effect; inconclusive means small, poorly fitted or top-dose-only effect, or another doubt; inactive means no such curve, though single readings can be large; an effect the other way counts as inactive or inconclusive.

Structure	KCNH2 3.1 inh	Coupling enz	S-ASM inh	hERG WT inh	MLL CXXC-DNA inh	GALK inhibitor	TRPV1 ag	MBNL1 CUG block	Integrin act MD	AT treatment
CCc1nnc(NC(=O)CCc2ccc(C)o2)s1	-2	0	-1%	-5	-6%	0%	0	-14%	0%	.
Cc1cc(C(=O)NCc2ccccc2Cl)n(-c2ccccc2)n1	-8	0	-2%	4	5%	-2%	-1	0%	-27%	-3%
COc1ccc(-c2nnc(NC(=O)CS(=O)(=O)c3ccc(F)cc3)o2)cc1	-6	.	-2%	1	.	.	-3	.	-2%	-5%
COCc1cc(=O)[nH]c(SC)n1	0	2	5%	-1	20%	8%	-1	-5%	22%	1%
Cc1cc(-c2ccccc2)nc(SCC(=O)N2CCCC2)n1	0	4	-2%	1	4%	12%	0	0%	-11%	2%
Cc1cccc(NC(=O)C2CC(=O)N(Cc3ccccc3)C2)n1 (stereo not drawn)	16	.	1%	1	.	.	7	.	26%	2%
Cc1ccc(NC(=O)CSCC(=O)NCc2ccco2)cc1	0	.	3%	-44	.	.	1	.	-9%	-4%
Cc1sc2ncnc(SCC(=O)Nc3ccc(CN4CCCC4)cc3)c2c1C	-4	.	-1%	-1	.	.	-1	.	-44%	0%
COC(=O)c1sc2nc(SCc3cccc(F)c3)n(N)c(=O)c2c1C	-8	-1	12%	1	0%	0%	-2	-7%	10%	21%
Cn1nnnc1SCC(=O)Nc1ccccn1	-12	0	-2%	20	3%	0%	-5	1%	-7%[7.66 µM]	-1%
O=C(Nn1cnnc1)c1ccncc1	-9	2	5%	8	15%	0%	-2	-2%	-13%	0%
CC1=C(C(=O)Nc2ccccc2)C(c2ccc3c(c2)OCO3)C2=C(CCCC2=O)N1 (stereo not drawn)	6	-7	169%[activator]	-8	-5%	1%	12	-10%	-22%	6%
COc1ccc(CC(=O)Nc2ccc(S(=O)(=O)Nc3ncccn3)cc2)cc1	2	12	4%	-2	-10%	-1%	-1	0%	2%	1%
COCCN1C(=O)c2[nH]nc(-c3ccccc3O)c2C1c1ccc(OC)cc1 (stereo not drawn)	15	1	-2%	0	-1%	4%	0	-5%	-7%	-12%
O=C1CCCc2c1cc(C(=O)Nc1ccc(Br)cn1)c(=O)n2-c1ccccc1	13	-51*	-13%	-14	9%	1%	-2	2%	-12%	8%
CCOC(=O)c1ccc(NC(=S)N2CCC(C(N)=O)(N3CCCCC3)CC2)cc1	-2	0	6%	0	-9%	1%	7	2%	5%	3%
CCCn1c(=O)c(C(=O)Nc2nnc(CC)s2)c(O)c2ccccc21	.	2	.	.	-7%	2%	-1	-5%	.	2%
Cc1nn(Cc2ccc(F)cc2)c(C)c1NC(=O)CCCn1nc([N+](=O)[O-])cc1C	16	3	0%	4	6%	-7%	11	.	13%	0%
COc1cc(-c2nc3ccccn3c2/N=C/c2cccc(F)c2)ccc1O	-34	4	70%[activator]	2	17%	5%	6	40%[activator]	-17%	-6%
COc1ccc(OC(=O)C(C)N2C(=O)c3ccccc3C2=O)cc1 (stereo not drawn)	3	0	-2%	-4	-5%	2%	13	11%	7%	3%
COCCN1CCN(C(=O)c2cc(COc3cc(C)ccc3C)on2)CC1	13	0	0%	14	-1%	3%	29	-2%	42%	2%
Cc1ccc(C)c2[nH]c(=O)c(CCNC(=O)C(C)(C)C)cc12	12	-3	-1%	3	2%	1%	-3	?	7%	6%
O=C(CN1CCCc2ccccc21)Nc1ccc(F)cc1[N+](=O)[O-]	8	-1	-3%	9	0%	1%	2	.	?	0%
COC(=O)CSc1nc(C)c(C)c(C)c1C(N)=O	-8	3	0%	5	23%	1%	-2	-2%	20%	8%
CCOc1ccccc1NC(=O)C1=C(C)NC(=S)NC1c1cccs1 (stereo not drawn)	1	-1	3%	-3	8%	2%	-8	-17%	-5%	25%
COc1ccc(NC(=O)CN(c2ccccc2F)S(=O)(=O)c2ccc(C)cc2)cc1	6	1	-3%	5	0%	2%	30	-5%	8%	0%
CCN1CCN(CCNC(=O)c2ccc3c(c2)NC(=O)/C(=C\c2ccc(OC)c(OC)c2)S3)CC1	4	.	-1%	-9	?	4%	-6	?	-50%[inhibitor]	1%
Cc1occc1-c1nnc(SCC(=O)N2CCN(c3ccc(F)cc3)CC2)n1C	-32	1	7%	-2	-5%	10%	2	-4%	-4%	5%
N#CCCN(Cc1cccs1)C(=O)Nc1ccc(F)cc1	19	1	-1%	-4	-17%	3%	3	-6%	17%	-12%
N#Cc1ccc(CN2CCN(C(=O)c3cn(Cc4ccccc4)nc3-c3cccnc3)CC2)cc1	-9	.	3%	39	.	.	-1	.	-4%	-17%
COc1cccc(COC(=O)c2ccc3c(=O)n4c(nc3c2)CCC4)c1OC	6	.	-1%	-3	.	.	0	.	-12%	2%
COc1ccc(C(=O)NCCCN2CCOCC2)cc1Br	3	2	-1%	-6	-6%	5%	-3	-3%	14%	6%
CCOc1ncccc1C(=O)OCC(=O)NC(=O)c1ccccc1	-8	.	-2%	1	.	.	14	.	-11%	11%
CCOC(=O)c1cc(CC)sc1NC(=O)COC(=O)c1ccccn1	2	.	-2%	3	.	.	-4	.	4%	5%
Cc1cc(C)n2cc(COc3ccccc3)nc2n1	-3	0	2%	3	0%	.	-1	-1%[11.5 µM]	16%	-1%
CC(=O)Nc1ccc(NC(=O)c2ccc(COc3ccc4c(C)cc(=O)oc4c3)cc2)cc1	.	-3	.	.	15%	1%	2	.	.	4%
Cc1ccc(NC(=O)CSc2nnc(Cc3csc(C)n3)o2)c(C)c1	-10	.	4%	-9	.	.	3	.	32%	-13%
Cc1cc(SCc2cccc(Cl)c2)nc(=O)[nH]1	12	1	0%	.	10%	8%	2	5%	-14%	-6%
COc1ccc(Cc2nnc(NC(=O)Nc3cccc(OC)c3)s2)cc1	-4	-2	-2%	-11	14%	-5%	-3	1%	?	-20%
COc1cc(C)ccc1OCc1cc(C(=O)NCCN2CCCC(O)C2)no1 (stereo not drawn)	.	1	2%	-4	-7%	-2%	-1	3%	16%	-8%
CCN(CC)S(=O)(=O)c1cccc(NC(=O)c2cc3ccccc3o2)c1	-1	-1	0%	-12	10%	-1%	?	8%	-13%	-9%
COc1ccccc1/C=C1/SC(=S)N(CCC(=O)Nc2cccnc2)C1=O	19	.	17%	15	3%	7%	-1	-7%	?	32%
CCSC1=NC2(CCCCC2)Nc2sc3c(c21)CCCC3	10	-3	-1%	-8	19%	2%	2	11%	-23%	2%
Nn1c(Cc2cccc3ccccc23)nnc1SCc1c(F)cccc1Cl	23	1	.	-3	11%	0%	6	4%	-9%	3%
CNc1ccc(NC(C)=O)cc1[N+](=O)[O-]	38	0	-3%	-8	1%	1%	2	?	9%	-3%
Cc1ccc(NS(=O)(=O)c2ccccc2[N+](=O)[O-])cc1C	-5	3	-7%	-12	-1%	1%	7	4%	-31%	4%
Cc1cccn2c(=O)c3cc(C(=O)NCc4ccco4)c(=N)n(CCOCCO)c3nc12	3	-7	422%[activator]	-2	0%	2%	0	-3%	-18%	10%

Three compounds out of the list above, arranged by the number in Integrin act MD, lowest first.
| molecule | Integrin act MD |
| --- | --- |
| Cc1ccc(NS(=O)(=O)c2ccccc2[N+](=O)[O-])cc1C | -31% |
| CCOc1ncccc1C(=O)OCC(=O)NC(=O)c1ccccc1 | -11% |
| Cc1cc(C)n2cc(COc3ccccc3)nc2n1 | 16% |

Molecules listed so far containing a nitro group on carbon (four):
Structure	KCNH2 3.1 inh	Coupling enz	S-ASM inh	hERG WT inh	MLL CXXC-DNA inh	GALK inhibitor	TRPV1 ag	MBNL1 CUG block	Integrin act MD	AT treatment
Cc1nn(Cc2ccc(F)cc2)c(C)c1NC(=O)CCCn1nc([N+](=O)[O-])cc1C	16	3	0%	4	6%	-7%	11	.	13%	0%
O=C(CN1CCCc2ccccc21)Nc1ccc(F)cc1[N+](=O)[O-]	8	-1	-3%	9	0%	1%	2	.	?	0%
CNc1ccc(NC(C)=O)cc1[N+](=O)[O-]	38	0	-3%	-8	1%	1%	2	?	9%	-3%
Cc1ccc(NS(=O)(=O)c2ccccc2[N+](=O)[O-])cc1C	-5	3	-7%	-12	-1%	1%	7	4%	-31%	4%
